Large T inhibition: SV40 large T antigen inhibitors, biochemical (AID 1903); SV40 large T antigen ATPase/helicase inhibition assay; higher % means a stronger effect; 0.39% of 310,000 active; inhibition, % at 20 µM; hits with a dose series show IC50 in µM; in the data active means a potency from the dose series; inconclusive means inhibition mostly from about 32% at the one dose, without a potency; inactive means the rest, 99 in 100 with inhibition below about 32%; further: strong numbers were not always called active
RSV antiviral HEp-2: RSV antiviral activity via CPE protection, HEp-2 cells, primary 10 µM value included (AID 2391); HEp-2 cells, RSV-induced CPE inhibition; higher % means a stronger effect; one-dose CPE inhibition, % at 10 µM; IC50 in µM for titrated hits; 0.13% of 310,000 active; in the data active means a potency from the dose series; inconclusive means CPE inhibition mostly from about 23% at the one dose, without a potency; inactive means the rest, 99 in 100 with CPE inhibition below about 21%; further: strong numbers were not always called active
AID2073: inhibitors of Mint1-CaV2.2 protein interaction, biochemical, HTRF (AID 2073); 0.19% of 290,000 active; inhibition, % at 20 µM; hits with a dose series show IC50 in µM; HTRF protein-protein interaction, Mint1-CaV2.2; higher % means a stronger effect; in the data active means inhibition mostly above about 51%, no sharp cut-off; inconclusive means no clear call, values can overlap the other calls; inactive means mostly below about 53%; further: some results filed as inactive read as strong as hits
LYP inhibition: PTPN22 lymphoid phosphatase activity blockers – biochemical, fluorescence intensity, uHTS (AID 1779); recombinant LYP phosphatase, fluorescence intensity; higher % means a stronger effect; inhibition, % at 11.5 µM; hits with a dose series show IC50 in µM; 0.054% of 290,000 active; in the data active means inhibition above about 50%;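 further: plate controls were vehicle with enzyme for no effect and no enzyme for full effect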
XIAP antagonists: XIAP antagonists, biochemical, IAP family, fluorescence polarization (AID 1018); one-dose displacement, % at 20 µM; IC50 in µM for titrated hits; 0.007% of 200,000 active; XIAP BIR domain, fluorescence polarization peptide displacement; higher % means a stronger effect; in the data active means displacement above about 50%; further: a part of the inactive calls stands beside numbers as strong as those of hits
Siah-1 displacement: blockers of Siah-1 interaction with plectin peptide – biochemical, fluorescence polarization, rhodamine-plectin, uHTS, primary screen (AID 1817) | Siah-1 / rhodamine-plectin peptide fluorescence polarization; higher % means a stronger effect | displacement, % at 20 µM; hits with a dose series show IC50 in µM | 0.02% of 290,000 active;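 active means displacement of at least 50% at 20 µM, with a fluorescence ratio check between 0.3 and a set limit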;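 further: plate controls were Siah plus tracer with DMSO for no effect and tracer alone without Siah for full effect; strong numbers were not always called active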
HIV peptide binding: cell-free HIV fusion peptide-binding blockers – biochemical, uHTS, fluorescence dequenching, primary screen (AID 1986). cell-free peptide binding, fluorescence dequenching, 30 min; higher % means a stronger effect. inhibition, % at 20 µM, or IC50 in µM where a hit was titrated. 0.3% of 290,000 active; in the data active means inhibition mostly above about 52%, no sharp cut-off; inactive means mostly below about 76%; further: some results filed as inactive read as strong as hits
NS5 inhibitors: Dengue-2 NS5 methyltransferase inhibitors, primary screen, biochemical, confirmation dose response (AID 588689) | inhibition, % at 25 µM; hits with a dose series show IC50 in µM | 0.3% of 340,000 active | Dengue-2 NS5 methyltransferase capping enzyme assay, biochemical; higher % means a stronger effect; in the data active means a potency from the dose series; inconclusive means inhibition above about 29% without an active follow-up result
MgcRacGAP inhibition: MgcRacGAP GTPase-activating activity inhibitors, confirmation, biochemical, ADP Hunter fluorescence. MgcRacGAP-stimulated Rac1 GTP hydrolysis, ADP Hunter fluorescence; higher % means a stronger effect; GST-tagged Rac1 F28L mutant substrate. one-dose inhibition, % at 30 µM; IC50 in µM for titrated hits. 0.6% of 340,000 active;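 active means first-screen hits whose inhibition reached a set limit at any dose in the follow-up dose series; inconclusive means inhibition above the set first-screen limit but never retested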;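 further: fluorescence reports GDP produced by GAP-driven GTP hydrolysis; strong numbers were not always called active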
NS5 inhibitors pilot replicate: further read-out of NS5 inhibitors, marked with its call; inhibition, %; measured here: pilot screen replicate inhibition
Numbers without * were called inactive; ? = inconclusive; . = not tested or not shown.

SMILES	Large T inhibition	RSV antiviral HEp-2	AID2073	LYP inhibition	XIAP antagonists	Siah-1 displacement	HIV peptide binding	NS5 inhibitors	MgcRacGAP inhibition	others
CCN(c1cccc(C)c1)S(=O)(=O)c1ccc2c(c1)N(C(C)=O)CCS2	-1%	18%	-3%	-9%	.	-5%	-0.6%	-8%	9%
CC(=O)Nc1ccc(S(=O)(=O)N2CCN=C2SCc2cccc(C)c2)cc1	10%	21%	7%	-7%	.	0%	0.6%	-6%	5%
O=C(Oc1coc(CSc2nnc(NC(=O)C3CC3)s2)cc1=O)c1ccccc1	13%	-0.3%	4%	-7%	1.7%	-8%	0.7%	-4%	7%
C=C(C)C1CC=C(C)/C(=N/NC(=O)c2cccs2)C1 (stereo not drawn)	7%	0.6%	5%	-7%	-3.9%	3%	-1.8%	1%	8%
CN1CCN(c2ncnc3sc(-c4ccccc4)cc23)CC1	12%	-0.4%	17%	-5%	-7.7%	2%	-0.4%	-2%	19%
O=C(O)c1ccccc1C(=O)NNc1ccc(F)cc1	19%	0.6%	-9%	-6%	22%	-3%	-1.0%	3%	-7%
CSC(=S)NCc1cccnc1	-2%	10%	10%	-4%	-2.0%	3%	0.7%	.	0%
CCN1CCN(C(=S)Nc2ccsc2C(=O)OC)CC1	8%	-1.4%	-24%	-2%	-6.3%	-5%	-0.9%	6%	-7%
Cc1ccc(C(=O)N/N=C\c2ccc(Br)o2)o1	15%	1.3%	-6%	1%	-3.1%	1%	0.4%	1%	4%
CC(C)(C)c1ccc2c(c1)OC(C(=O)N/N=C/c1ccc([N+](=O)[O-])o1)CO2 (stereo not drawn)	10%	.	25%	-3%	.	-7%	16%	.	.
Cc1ccc(NC(=O)CSCC(N)=O)cc1C	4%	1.2%	?	-9%	-2.3%	2%	-0.1%	2%	6%
CC(Sc1nccn1C)C(=O)c1c(N)n(C)c(=O)n(C)c1=O (stereo not drawn)	-4%	0.5%	.	.	.	.	.	-2%	11%
N#Cc1c(N)nc2c(c1-c1ccc3c(c1)OCO3)CCc1ccccc1-2	4%	9.9%	6%	-2%	-3.1%	-1%	24%	0%	2%
Cc1cc(C)c(S(=O)(=O)c2ccccc2)c(OC(=O)c2c(Cl)cc(Cl)cc2Cl)n1	13%	?	1%	2%	-5.0%	-1%	0.9%	1%	8%
Cc1cccc(C(=O)NCc2nnc(SCC(=O)Nc3nnc(C)s3)n2C)c1	2%	0.3%	-10%	-6%	.	0%	1.6%	-2%	-3%
O=C(NC(=S)Nc1ccc(S(=O)(=O)NC2CCCCC2)cc1)c1cccs1	9%	9.9%	-16%	2%	2.1%	-2%	-0.1%	1%	6%
Cc1ccc(SCc2nc(-c3cccnc3)no2)cc1	4%	5.0%	13%	4%	-1.6%	2%	-2.9%	-7%	-5%
CCOC(=O)/C(=N\Nc1ccccc1)P(=O)(c1ccccc1)c1ccccc1	3%	2.0%	-6%	-1%	.	-4%	-1.6%	-8%	5%
CCN(CCCNC(=O)COc1cc(=O)n(C)c2ccccc12)c1ccccc1	12%	1.0%	0%	-4%	-2.5%	-1%	-2.9%	4%	9%	NS5 inhibitors pilot replicate=1.2
CCOC(=O)C(NC(=O)Nc1ccc(C(N)=O)cc1)(c1ccccc1)C(F)(F)F (stereo not drawn)	2%	1.7%	2%	-4%	-3.1%	-8%	0.3%	-3%	8%
C=CCc1cccc2cc(C(=O)Nc3ccc(NC(C)=O)cc3)c(=O)oc12	7%	1.7%	48%	-5%	-1.5%	9%	2.8%	-6%	8%
CO/N=C(/CN1CCCCC1)c1ccc(Cl)cc1	7%	0.7%	12%	-10%	.	-1%	-2.0%	6%	4%
CCCCNC(=O)c1ccc(NC(C)=O)c(Cl)c1	2%	1.5%	-13%	5%	-6.8%	4%	-0.5%	-8%	1%
C=CCn1c(SCC(=O)Nc2nnc(CC)s2)nnc1-c1ccncc1	-6%	0.8%	-3%	3%	-12%	0%	-1.7%	-13%	8%
COc1cc(OC)cc(C(=O)NCC(=O)N2CCCCC2)c1	5%	0.6%	-2%	-5%	1.3%	6%	-1.8%	3%	6%

The list goes on:
SMILES	Large T inhibition	RSV antiviral HEp-2	AID2073	LYP inhibition	XIAP antagonists	Siah-1 displacement	HIV peptide binding	NS5 inhibitors	MgcRacGAP inhibition	others
CCn1c(=O)cc(OCC(=O)Nc2nc(C)cs2)c2ccccc21	4%	0.5%	-3%	-1%	-5.7%	-1%	1.0%	-1%	14%
O=C(CCl)NC(Cc1c[nH]c2ccc(OCc3ccccc3)cc12)C(=O)O (stereo not drawn)	1%	0.0%	21%	-10%	.	-3%	3.6%	-1%	11%	NS5 inhibitors pilot replicate=-2.4
CCC(=O)N1CCCc2cc(S(=O)(=O)N3CCN(c4ccccc4F)CC3)ccc21	0%	6.2%	-2%	-1%	-19%	2%	1.4%	-8%	2%
O=P(O)(O)C(O)C(F)(F)C(F)(F)C(F)(F)C(F)F (stereo not drawn)	.	2.0%	7%	-3%	-7.2%	0%	1.8%	-2%	6%
CCCc1c(C)c2cccc(C)c2[nH]c1=O	-3%	7.1%	5%	0%	-3.2%	1%	2.9%	1%	13%
Cc1cc(C)c(C#N)c(N2CCN(c3ccccc3)CC2)n1	10%	2.0%	8%	-2%	.	4%	-1.4%	1%	6%
CC1(C)Cc2nc(Cl)c(C#N)cc2CO1	6%	0.2%	24%	5%	-0.8%	2%	0.5%	12%	6%
COc1ccc(OC)c(-c2nc(C(=O)NC3CCN(Cc4ccccc4)CC3)cc3c2[nH]c2ccccc23)c1	2%	1.9%	20%	1%	.	-1%	1.9%	-8%	9%
CN(C)c1ccc(NC2=C(Cl)C(=O)c3ccccc3C2=O)cc1	24%	-2.9%	-19%	0%	3.2%	-2%	-1.2%	41%	122µM*
CCOC(=O)C1=C(C)NC(c2cccs2)C(=O)N1 (stereo not drawn)	7%	0.6%	1%	-4%	-4.7%	1%	2.0%	-3%	4%
COc1ccc(C(C(=O)NC2CCCC2)N(C(=O)c2ccco2)c2cc3c(cc2C(C)=O)OCO3)cc1OC (stereo not drawn)	-3%	17%	6%	-6%	.	-3%	-0.2%	5%	2%
COC(=O)CN1C(=S)N(c2ccc(Cl)cc2)C(=O)C1CC(=O)Nc1ccc(F)cc1 (stereo not drawn)	-2%	1.4%	-17%	0%	-6.4%	-6%	4.1%	-1%	2%
CCCc1cc(=O)n2[nH]c(C)nc2n1	-1%	3.0%	4%	-4%	-12%	0%	1.1%	-8%	-8%	NS5 inhibitors pilot replicate=3.3
COc1ccc(CNC(=S)Nc2cccc(C)c2C)cc1	10%	2.7%	-6%	-6%	-4.8%	7%	-1.2%	-4%	8%
Cc1cccc(N2CCN(C(=O)c3cccc(N4CCCC4=O)c3)C(C)C2)c1 (stereo not drawn)	6%	-1.1%	3%	-6%	.	1%	0.0%	-7%	10%
CCNc1nc(N)c(C(=O)C23CC4CC(CC(C4)C2)C3)s1	7%	1.7%	19%	-1%	.	11%	-2.0%	2%	5%
COC(=O)C1=C(C)NC2=C(C(=O)C(C(=O)OC)C(c3ccc(OC)cc3)C2)C1c1ccccn1 (stereo not drawn)	-3%	0.7%	10%	-6%	-4.2%	2%	1.9%	-5%	-6%
O=C(NCc1ccccc1)C(=O)NCC1OCCCN1S(=O)(=O)c1cccs1 (stereo not drawn)	6%	0.6%	19%	-4%	.	-2%	0.2%	-6%	7%
Cc1ccc(C)c(S(=O)(=O)N2CCN(C(=O)c3cc(S(=O)(=O)NCc4ccccc4)ccc3C)CC2)c1	-3%	3.1%	5%	0%	.	-1%	-0.5%	1%	4%
O=C(CNC1CCCCC1)Nc1ccc([N+](=O)[O-])cc1C(=O)Nc1ccccc1F	10%	0.2%	15%	-4%	-4.1%	0%	2.8%	-5%	12%
O=C(Nc1ccc(Cl)c(Cl)c1)c1ccc(Cn2c(=O)[nH]c3ccsc3c2=O)cc1	9%	4.8%	-4%	30%	-0.9%	26%	2.2%	-1%	-3%
Brc1ccc(NC(c2ccccc2)c2ccncc2)cc1 (stereo not drawn)	3%	3.8%	6%	-6%	.	4%	-0.6%	-4%	6%
COc1cccc(NC(=O)Nc2cc(NC(=O)Nc3cccc(OC)c3)c(C)nc2C)c1	11%	0.3%	-4%	-2%	3.4%	-3%	-3.1%	-3%	9%
COCCOC(=O)C1=C(C)NC2=C(C(=O)CCC2)C1c1cc2c(cc1Br)OCO2 (stereo not drawn)	5%	-0.3%	16%	-6%	-0.9%	0%	0.2%	-4%	2%
CC1=C(C(=O)OCCOC(C)C)C(c2cc3c(cc2Br)OCO3)CC(=O)N1 (stereo not drawn)	9%	-0.5%	1%	-11%	-4.3%	-4%	-0.3%	-8%	6%

Filtered by structure: the entries above with a thiophene ring, fused or not (7)
SMILES	Large T inhibition	RSV antiviral HEp-2	AID2073	LYP inhibition	XIAP antagonists	Siah-1 displacement	HIV peptide binding	NS5 inhibitors	MgcRacGAP inhibition	others
C=C(C)C1CC=C(C)/C(=N/NC(=O)c2cccs2)C1 (stereo not drawn)	7%	0.6%	5%	-7%	-3.9%	3%	-1.8%	1%	8%
CN1CCN(c2ncnc3sc(-c4ccccc4)cc23)CC1	12%	-0.4%	17%	-5%	-7.7%	2%	-0.4%	-2%	19%
CCN1CCN(C(=S)Nc2ccsc2C(=O)OC)CC1	8%	-1.4%	-24%	-2%	-6.3%	-5%	-0.9%	6%	-7%
O=C(NC(=S)Nc1ccc(S(=O)(=O)NC2CCCCC2)cc1)c1cccs1	9%	9.9%	-16%	2%	2.1%	-2%	-0.1%	1%	6%
CCOC(=O)C1=C(C)NC(c2cccs2)C(=O)N1 (stereo not drawn)	7%	0.6%	1%	-4%	-4.7%	1%	2.0%	-3%	4%
O=C(NCc1ccccc1)C(=O)NCC1OCCCN1S(=O)(=O)c1cccs1 (stereo not drawn)	6%	0.6%	19%	-4%	.	-2%	0.2%	-6%	7%
O=C(Nc1ccc(Cl)c(Cl)c1)c1ccc(Cn2c(=O)[nH]c3ccsc3c2=O)cc1	9%	4.8%	-4%	30%	-0.9%	26%	2.2%	-1%	-3%

Source: PubChem (several laboratories)
